# Mcl-1 Bim block – inhibitors of Bim peptide binding to Mcl-1, primary screen, biochemical, bead-based flow cytometry, multiplex; Bim peptide-Mcl-1 binding; hit rate 0.1% among 190,000; AID 1009, 2008; inhibition, % at 10 µM; in the data active means inhibition above about 40%;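 further: 0% = no compound tracer wells and 100% = peptide blocker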
# GSH fluor – compound fluorescence on glutathione beads, profiling panel, artefact control, biophysical, 488/530 nm, flow cytometry | GSH beads flow cytometry, compound fluorescence 488/530 nm; stronger effect = higher value | fluorescence (KMESF) at 10 µM | hit rate 0.25% among 190,000; in the data active means fluorescence above about 89;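 further: glutathione beads carrying GST-tagged Bcl family fusion proteins plus one bare bead set; values are compound well signal with DMSO vehicle wells as background; inactives centre near 16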
# ABCB1 block – ABCB1 efflux pump inhibitors, primary screen, cell-based, multiplex, flow cytometry, ABCG2 counter-screen | AID 1326, 2008 | hit rate 0.067% among 190,000 | CCRF-Adr cells, JC-1 efflux | inhibition, % at 6.6 µM; in the data active means inhibition above about 40%;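 further: 0% = vehicle and 100% = reference inhibitor; higher value means more JC-1 retained so stronger ABCB1 efflux block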
# Target sequence (P08183 whole entry, looked up): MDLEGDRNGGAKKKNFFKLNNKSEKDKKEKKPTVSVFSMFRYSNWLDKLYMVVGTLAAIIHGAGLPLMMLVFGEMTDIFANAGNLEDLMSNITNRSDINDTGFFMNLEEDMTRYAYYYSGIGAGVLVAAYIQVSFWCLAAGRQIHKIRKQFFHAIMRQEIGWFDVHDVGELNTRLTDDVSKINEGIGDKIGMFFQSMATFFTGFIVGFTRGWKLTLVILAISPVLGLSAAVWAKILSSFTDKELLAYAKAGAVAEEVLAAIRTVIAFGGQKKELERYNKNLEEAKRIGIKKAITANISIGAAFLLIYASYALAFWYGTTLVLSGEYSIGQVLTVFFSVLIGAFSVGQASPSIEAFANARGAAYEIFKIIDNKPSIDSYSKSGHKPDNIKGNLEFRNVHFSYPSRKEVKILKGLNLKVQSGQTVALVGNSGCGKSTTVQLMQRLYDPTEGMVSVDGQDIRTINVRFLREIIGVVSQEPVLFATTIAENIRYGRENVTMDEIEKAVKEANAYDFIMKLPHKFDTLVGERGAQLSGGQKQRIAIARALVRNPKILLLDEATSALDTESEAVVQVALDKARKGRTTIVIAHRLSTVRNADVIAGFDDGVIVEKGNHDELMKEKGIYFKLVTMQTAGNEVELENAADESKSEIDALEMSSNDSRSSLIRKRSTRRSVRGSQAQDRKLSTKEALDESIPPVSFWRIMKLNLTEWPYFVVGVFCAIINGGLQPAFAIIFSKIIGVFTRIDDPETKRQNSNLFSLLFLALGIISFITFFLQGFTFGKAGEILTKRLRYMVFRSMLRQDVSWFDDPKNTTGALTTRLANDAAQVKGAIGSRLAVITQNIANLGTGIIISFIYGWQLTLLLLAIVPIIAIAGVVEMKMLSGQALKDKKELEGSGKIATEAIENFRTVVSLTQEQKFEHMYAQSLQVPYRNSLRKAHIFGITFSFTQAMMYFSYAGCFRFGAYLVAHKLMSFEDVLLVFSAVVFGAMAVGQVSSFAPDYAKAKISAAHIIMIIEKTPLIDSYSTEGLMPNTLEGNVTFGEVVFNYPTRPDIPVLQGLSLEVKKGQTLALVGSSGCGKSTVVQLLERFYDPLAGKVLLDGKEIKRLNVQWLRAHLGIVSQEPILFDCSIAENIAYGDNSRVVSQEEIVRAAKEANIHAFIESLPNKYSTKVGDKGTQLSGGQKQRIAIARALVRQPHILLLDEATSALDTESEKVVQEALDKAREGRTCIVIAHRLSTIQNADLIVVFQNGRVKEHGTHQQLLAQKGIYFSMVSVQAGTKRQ
# Mcl1-Noxa inh – Mcl-1/Noxa binding inhibitors, primary screen, biochemical, TR-FRET, 1536-well. inhibition, % at 21.7 µM. Induced myeloid leukemia cell differentiation protein Mcl-1 (Homo sapiens), Q07820. AID 1022, 2008. hit rate 1.5% among 220,000. TR-FRET Mcl-1/Noxa peptide binding, 2 h;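 active means compounds that cut the protein-peptide binding signal by more than 50% relative to plate controls in a single-dose test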;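 further: His-tagged Mcl-1 with rhodamine Noxa BH3 peptide and terbium anti-His antibody; 0% = Mcl-1 plus Noxa peptide wells and 100% = peptide-only wells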
# ABCG2 inh – ABCG2 efflux pump inhibitors, primary screen, multiplex with ABCB1, IgMXP3 cells, flow cytometry; Broad substrate specificity ATP-binding cassette transporter ABCG2 (Homo sapiens), Q9UNQ0; JC-1 efflux; inhibition, % at 6.6 µM; hit rate 0.1% among 190,000; AID 1325, 2008;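 active means inhibition above 80%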;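 further: 0% = DMSO and 100% = nicardipine control wells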
#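 System: two drug-resistant human cell lines, ABCG2 and ABCB1; controls: nicardipine high and DMSO low controls; times: 10 min exposure at 25 °C with rotation, no wash; detection: flow cytometry of retained JC-1 fluorescence; read-out basis: percent efflux inhibition, scaled nicardipine 100% to DMSO 0%; doses: one concentration, 6.6 µM final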
# Pf gamet viab – late stage P. falciparum gametocyte viability inhibitors, primary screen, ATP luminescence, HTS; P. falciparum stage V gametocytes, 24 h; inhibition, % at 10.9 µM; hit rate 0.065% among 150,000; AID 743093, 2013;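 active means inhibition above the mean plus 3 SD of compounds within the control limits, set per campaign, cut at about 38% in these data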;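 further: 0% = DMSO wells and 100% = medium only without gametocytes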
# Avidin fluor – green autofluorescence of compounds with avidin beads – biophysical, 488/530 nm, flow cytometry, artefact control, profiling panel | compound fluorescence 488/530 nm; stronger effect = higher value | fluorescence (KMESF) at 10 µM | hit rate 0.38% among 220,000; in the data active means fluorescence above about 47; further: inactives centre near 10
# RGS4-Gao reg – modulators of RGS4 binding to Galphao, primary screen, biochemical, multiplexed bead flow cytometry; Guanine nucleotide-binding protein G(o) subunit alpha (Homo sapiens), P09471; actives lie on both sides; binding response (% of control), % at 10 µM; hit rate 0.33% among 220,000; in the data active means binding response below about 49% or above about 150%; inactive means in between;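 further: fluorescent Galphao activated with aluminum fluoride binding bead-coupled RGS4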
# RGS8-Gao – RGS8-Galphao binding modulators, primary screen, biochemical, multiplexed bead flow cytometry; response (percent of control binding), % at 10 µM; hit rate 0.34% among 220,000; actives lie on both sides; in the data active means response below about 60% or above about 140%; inactive means in between;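 further: Galphao activated as the GDP aluminium fluoride complex binding bead-coupled RGS8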
# Mcl1 Bid PPI – Mcl-1/Bid binding inhibitors, primary screen, biochemical, TR-FRET, 1536-well; inhibition, % at 21.7 µM; AID 1021, 2008; TR-FRET Mcl-1/Bid-Dy647 peptide binding; hit rate 0.97% among 220,000; Induced myeloid leukemia cell differentiation protein Mcl-1 (Homo sapiens), Q07820;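 active means compounds that cut the binding signal by more than half at the single screening dose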;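 further: His-tagged Mcl-1 with europium anti-His antibody binding Bid BH3 peptide; 0% = Mcl-1 plus peptide wells and 100% = peptide-only wells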
# RGS7-Gao – RGS7-Galphao binding modulators, primary screen, biochemical, multiplexed bead flow cytometry | hit rate 0.35% among 220,000 | actives lie on both sides | binding response (% of control), % at 10 µM | AID 1439, 2008; in the data active means binding response below about 49% or above about 150%; inconclusive means no clear call, values can overlap the other calls; inactive means in between;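 further: fluorescent Galphao held in activated GDP-AlF4 state binding bead-coupled RGS7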
# Active calls of the source: *; ? = inconclusive; . = not tested or not shown. Compounds were not picked by outcome, and some 3.3% of all compounds hit somewhere here.
SMILES,Mcl-1 Bim block,GSH fluor,ABCB1 block,Mcl1-Noxa inh,ABCG2 inh,Pf gamet viab,Avidin fluor,RGS4-Gao reg,RGS8-Gao,Mcl1 Bid PPI,RGS7-Gao
O=C(CC1C(=O)N(c2ccc(Cl)cc2)C(=S)N1CCc1ccncc1)Nc1ccc(F)cc1 (stereo not given),2,9,-0.2,7,0,3,9,100,101,4,95
O=C(Oc1ccc(=O)n(-c2ccccc2)n1)c1cccc(Cl)c1,-10,22,0.0,7,0,-30,5,103,104,6,113
COc1ccccc1/C=C/CN1CCN(c2ccccc2)CC1,0,12,0.6,0,0,.,16,76,91,-24,82
NCCOc1ccc(C2CCCCC2)cc1,2,20,0.3,17,0,.,10,96,96,-18,95
COc1ccc2nc(NC(=O)CCNC(=O)c3ccccc3Cl)sc2c1,-2,67,-0.7,0,20,-23,10,97,98,-2,97
CC1=CC(c2ccccc2)=Nc2ccc(C)cc2N1,-5,6,0.1,17,-1,-4,2,102,100,-45,102
Cc1cccc(NC(=O)Nc2ccc(Oc3c(F)c(F)c(F)c(F)c3F)cc2)c1,-3,22,0.0,3,0,8,33,104,103,-2,101
O=C(CSc1ccccn1)N1CCN(c2ncc(C(F)(F)F)cc2Cl)CC1,.,.,.,-2,.,18,7,100,97,-11,?
CC(=O)N1CCN(C(=O)COc2ccc(Br)cc2)CC1,-3,32,0.5,.,3,.,11,100,99,-4,99
C=CCOC(=O)C1=C(C)NC(=S)C(C#N)(CC=C)C1c1ccccc1Cl (stereo not given),.,.,.,-7,.,-10,7,97,99,-1,?
Cc1onc(-c2c(Cl)cccc2Cl)c1C(=O)n1nnc2ccccc21,-1,30,1.2,18,3,.,10,101,99,12,104
CCCCNC(=O)NCCN1CCOCC1,.,.,.,5,.,14,11,105,106,-12,?
C/C(=N\Nc1cccc([N+](=O)[O-])c1)c1cc2ccccc2o1,-1,16,-0.1,11,1,2,11,105,105,-24,102
CC(OC(=O)c1nsc(Cl)c1Cl)C(=O)NCc1cccs1 (stereo not given),3,8,0.0,-21,0,-1,13,104,101,-11,102
O=C(NC1CCCCCC1)c1ccccc1-c1ccccc1,-4,11,0.1,10,12,-1,17,101,102,14,105
O=C(O)C=C1CCN(c2ncc(C(F)(F)F)cc2Cl)CC1,-1,16,0.0,16,1,10,18,91,94,-26,90
Cc1ccc(C(=S)N2CCN(Cc3ccccc3)CC2)cc1,10,17,1.2,10,7,-16,6,92,82,-17,132
CN1CCN(c2ccccc2NC(=O)C(Cc2ccccc2)n2cccc2)CC1 (stereo not given),-6,15,7.4,13,4,.,26,99,97,-31,99
COc1cc(/C=N/NC(=O)c2csc3c2CCCC3)cc(OC)c1O,-2,7,-0.1,44,0,-9,4,102,102,-61,100
COc1cccc(NC(=O)COC(=O)c2ccc(S(=O)(=O)NCc3ccco3)cc2)c1,1,14,0.1,30,5,24,12,105,102,-17,100
CC(/C(O)=C(\C#N)c1nc2ccccc2n1C)N1C(=O)c2ccccc2C1=O (stereo not given),-1,23,0.4,3,0,.,8,103,101,-57,102
Cc1ccc(C)c(NC(=O)COC(=O)CCc2ccc(S(=O)(=O)N3CCOCC3)cc2)c1,-1,12,0.6,13,2,-7,18,109,107,-6,118
COc1ccc(-n2c(Cc3cccn3C)nnc2SCC(=O)Nc2cc(Cl)ccc2OC)cc1,-4,15,1.9,2,11,.,21,99,101,-17,103
CCOc1ccc(NC(=O)COC(=O)C23CC4CC(CC(C4)C2)C3)c([N+](=O)[O-])c1,-4,9,4.6,-49,36,5,2,107,95,-11,106
CC1CCN(c2cc(N3CCOCC3)c(F)cc2[N+](=O)[O-])CC1,-3,35,0.2,13,35,.,12,100,101,-37,101
OCC(CO)(CO)N=Cc1c(O)ccc2ccccc12,-4,38,-2.6,18,-2,.,4,99,96,-2,99
Cc1cc(C)n(C(=O)c2cccc(S(=O)(=O)N3CCCC3)c2)n1,-3,13,0.8,0,3,.,23,102,99,-1,105
CN(C)c1ccc(/C=N/N2C(=O)c3ccccc3C2=O)cc1,.,.,.,21,.,-3,8,108,106,1,?
O=C(Cn1ncc2c1-c1ccccc1OC2)Nc1ccc(S(=O)(=O)N2CCCCC2)cc1,0,22,0.4,0,1,.,8,102,102,-9,104
O=C(NC(=S)NNC(=O)[C@H]1C[C@@H]1c1ccccc1)c1cccc(F)c1,.,.,.,-74,.,7,7,98,101,-140,?
CCC(=O)Nc1cc(-c2nn(C)c(=O)c3ccccc23)ccc1N1CCOCC1,-3,31,-0.6,-5,-5,.,7,100,98,-4,98
O=C(CSc1nc2ccccc2o1)N1CCCC1,-4,260*,0.4,6,2,.,8,103,102,7,101
Clc1nc(Cl)nc(N(c2ccccc2)c2ccccc2)n1,-1,5,0.5,35,1,34,2,99,103,51*,98
COc1ccc(OC)c(C2C3=C(CC(C)(C)CC3=O)Nc3nnnn32)c1 (stereo not given),-2,13,-0.1,1,0,-4,14,100,102,-15,101
CC(C)c1ccc(NC(=O)CSc2ncccc2C(=O)Oc2cccc([N+](=O)[O-])c2)cc1,-3,10,0.8,31,21,-8,9,96,101,47,129
Cc1cccc(N2C(S)=C(C#N)C(=O)NC2c2ccco2)c1 (stereo not given),-1,11,-0.6,29,3,2,16,98,103,-21,98
COc1ccc(N2C(=O)CC(Sc3nnc(-c4ccccc4F)n3C)C2=O)cc1 (stereo not given),2,12,0.1,20,-1,-18,10,102,104,-24,99
CCOC(=O)c1cc(-c2ccc(OC)cc2)nn1-c1ccccc1C(=O)O,.,.,.,-12,.,9,4,98,99,-110,?
Cc1ccccc1C1=NC(C(F)(F)F)(C(F)(F)F)c2c(n(C)c(=O)n(C)c2=O)N1,0,19,1.1,10,29,-3,12,99,102,-13,102
Cc1nc(NC(=O)c2cc3c(s2)CCCCC3)sc1C(=O)N(C)C,-2,30,1.0,0,27,.,13,99,102,-24,99
CCCN(CCC)C(=O)c1cc2c(=O)[nH]c3ccc(C)cc3c2s1,0,12,12,8,47,.,11,104,101,11,110
CCN(C(=O)CN1CCN(C)CC1)c1cccc2ccccc12,9,27,0.4,23,3,-3,12,102,102,56*,102
COC(=O)/C(=C\Nc1ccc(Cl)c2ccccc12)c1ncc(C(F)(F)F)cc1Cl,-2,11,0.1,19,3,.,15,99,101,-37,103
N#C/C(=C\c1ccccc1O)C(=O)Nc1cccnc1,.,.,.,-9,.,-26,6,79,90,-15,.
CCOCCn1c(CN2CCN(c3cccc(Cl)c3)CC2)nc2c1c(=O)n(C)c(=O)n2C,-2,26,0.5,19,0,.,10,102,102,-25,103
CC(C(=O)O)n1cnc2sc3c(c2c1=O)CCCC3 (stereo not given),-5,24,0.3,15,3,-5,7,95,90,0,91
CCC(=O)Nc1nnc(C)s1,-6,26,0.1,9,0,.,6,95,102,-2,100
C=C(C)Cn1c(N2CC(C)CC(C)C2)nc2c1c(=O)[nH]c(=O)n2C (stereo not given),.,.,.,11,.,.,10,100,98,-83,?
COC(=O)c1cc(Nc2cc(C)c3ccc(O)cc3n2)cc(C(=O)OC)c1,.,.,.,11,.,1,8,100,100,-10,?
CCN(Cc1ccccc1)S(=O)(=O)c1cc(C(=O)NC(C)C2CC3CCC2C3)ccc1OC (stereo not given),0,14,0.1,-19,1,.,2,93,76,-3,99

# Additional records follow:
SMILES,Mcl-1 Bim block,GSH fluor,ABCB1 block,Mcl1-Noxa inh,ABCG2 inh,Pf gamet viab,Avidin fluor,RGS4-Gao reg,RGS8-Gao,Mcl1 Bid PPI,RGS7-Gao
Oc1ccc(-c2n[nH]c(=S)n2-c2ccc3c(c2)OCCO3)cc1,-5,9,-0.8,18,-5,.,7,100,95,-52,105
CCN(CC)c1c([N+](=O)[O-])c(=O)n(CC)c2ccccc12,.,.,.,-11,.,-10,5,83,90,-27,?
Cc1cc(CN2C(=O)c3ccccc3C2=O)on1,-1,27,0.0,4,1,13,11,102,110,4,101
O=C(Nc1nc(-c2ccccc2)cs1)c1cccc(S(=O)(=O)N2CCN(Cc3ccccc3)CC2)c1,0,31,0.0,-15,-1,.,6,94,99,-8,98
O=C(CS(=O)(=O)Cc1ccccc1)N1CCN(C(=O)c2ccco2)CC1,-1,40,0.1,4,1,.,3,104,105,1,105
CCN1CCN(C(=O)CSc2cc(=O)n(CC)c3ccccc23)CC1,-3,32,-0.1,15,29,3,12,99,101,-25,99
Cc1ccc(C(=O)NCC(=O)OCC(=O)Nc2cc(C)c(C)cc2[N+](=O)[O-])cc1,-4,11,1.0,4,31,-11,13,104,105,-15,102
Nc1nc(SCC(=O)NNc2c(Cl)cc(Cl)cc2Cl)n[nH]1,-3,7,0.6,10,1,17,1,95,90,-42,96
CCCCN1C(=O)c2ccc(C(=O)Nc3cccc(C)c3C)cc2C1=O,-2,26,0.5,-6,5,15,11,99,102,-3,100
CCOC(=O)C(=NC(C)(C)C)NNc1cc(Cl)ccc1Cl,-4,9,2.4,15,19,.,3,103,102,-62,103
Cc1ccccc1Cn1nc(C)c(NC(=O)c2noc3c2CCCC3)c1C,0,24,0.9,4,2,20,11,89,94,-20,99
COc1ccc(/C=N/NC2=NCCCCC2)cc1,1,9,0.3,0,1,.,12,111,106,4,101
O=C(Nc1cn(-c2ccccc2)nc1-c1ccc(F)cc1)c1ccccc1,-4,15,-0.5,-24,-5,3,16,103,101,-42,105
CNNC(=S)NCCC1=CCCCC1,.,.,.,7,.,-23,5,106,102,-57,?
O=C(c1cccc(C(F)(F)F)c1)N1CCCC1,2,41,0.0,7,0,.,9,104,102,-28,108
CCCCCCCCSc1n[nH]c(N)n1,-3,4,0.8,-2,10,2,15,100,102,-13,101
c1ccc(C(c2nnnn2C2CCCC2)N2CCN(c3ccccc3)CC2)cc1 (stereo not given),2,17,0.6,-4,13,14,7,100,102,-14,103
Cc1cc(C)n2nc(SCC(=O)N/N=C/c3ccccc3F)nc2n1,1,8,0.5,-8,5,14,9,102,101,-9,100
Cc1ccc2nc3c(cc(C(=O)NC4CCCC4)c(=N)n3CCCn3ccnc3)c(=O)n2c1,-2,12,-0.2,29,0,.,5,108,100,2,106

# Source: PubChem BioAssay (several laboratories)
